Source: PubChem
LDHA inh: qHTS assay for inhibitors of human lactate dehydrogenase; L-lactate dehydrogenase A chain (Homo sapiens), P00338; purified LDHA, NADH/diaphorase-resazurin fluorescence; active compounds read low; activity change, % (values are at about 110 or 230 µM); 480,000 compounds, 0.15% hits; in the data active = activity change below about -30%; inconclusive = mostly about -25% to -30%;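 note: plate controls were DMSO wells for no effect and wells without enzyme for full effect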
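Enzyme activity of human lactate dehydrogenase 5 (2 nM; 0.06 mM NADH, 0.2 mM pyruvate, 5 min, RT) is measured via a resazurin/diaphorase fluorescence readout of residual NADH.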
Glioma ERSR ind: qHTS for Inducers of the Endoplasmic Reticulum Stress Response (ERSR) in Human Glioma: qHTS. U87-MG GRP78 promoter luciferase reporter, 16 h. Potency, µM, inactives show at the highest dose activation, actives largely listed as activators. 420,000 compounds, 0.02% hits. AID 602332, 2012; note: potency is the fitted concentration of half-maximal effect; series mostly up to about 76 µM; % of control where 0% means no effect; nearly all actives have a fitted effect of over 35% in size
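Stably transfected U87-MG human glioma cells carrying a GRP78-based luminescent sensor were seeded at 1000 cells/well, pin-dosed with compounds and incubated 16 h. Luciferase reagent was then added, and end-point luminescence was read after 10 min at room temperature.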
Vif-APOBEC3G blk: qHTS for Inhibitors of Vif-A3G Interactions: qHTS; DNA dC->dU-editing enzyme APOBEC-3G (Homo sapiens), Q9HC16; HeLa A3G-eYFP + Vif (tagged APOBEC3G with the HIV-1 protein that degrades it), YFP fluorescence, overnight; Potency, µM (highest dose often 46.1 µM), for the others: top-dose activity, negative = active, most hits filed as inhibitors; 410,000 compounds, 0.076% hits; AID 602310, 2012;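 note: potency is the fitted concentration of half-maximal effect; % is set by controls: 0 for no effect and ±100 for the full control effect; nearly all actives have a fitted effect of over 60% in size; hits raise eYFP signal because A3G escapes Vif-driven loss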
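Read-out is eYFP fluorescence (Ex 488/Em 500-530) from Vif-expressing HeLa A3G-eYFP cells; more signal means A3G escaped Vif-mediated degradation. Cells plated overnight, compound pinned in, incubated overnight at 37 deg C.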
TrxR1 inh: qHTS Assay for Inhibitors of Mammalian Selenoprotein Thioredoxin Reductase 1 (TrxR1): qHTS; recombinant rTrxR1, NADPH fluorescence consumption, selenite substrate; Potency, µM (highest dose often 114 µM), without a hit: at the highest dose activity change, negative = inhibition, hits mostly inhibitors; 390,000 compounds, 1% hits; AID 588453, 2011; note: potency is the fitted concentration of half-maximal effect; % is set by controls: 0 for no effect and ±100 for the full control effect; nearly all actives have a fitted effect of over 65% in size
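Rat TrxR1 (90 nM in the dispensed reagent) was pre-reduced with 400 uM NADPH for 5 min at room temperature, then incubated with compound for 15 min. After 400 uM selenite was added, NADPH fluorescence (Ex 340/Em 450 nm) was followed for 8 min.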
IDH1 R132H inh: qHTS for Inhibitors of mutant isocitrate dehydrogenase 1 (IDH1): qHTS. Isocitrate dehydrogenase [NADP] cytoplasmic (Homo sapiens), O75874. IDH1-R132H enzyme, NADPH consumption, diaphorase/resazurin fluorescence. Potency, µM (top dose mostly 76.6 µM), without a hit: at the highest dose activity change, negative = inhibition, most hits filed as inhibitors. 390,000 compounds, 0.093% hits. AID 602179, 2012; note: potency is the fitted concentration of half-maximal effect; % is set by controls: 0 for no effect and ±100 for the full control effect; nearly all actives have a fitted effect of over 65% in size
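IDH1-R132H (0.5 ug/mL) preincubated 30 min with compound, then NADPH (0.016 mM) and alpha-KG (2 mM) added; 80 min at RT, pH 7.5. Remaining NADPH coupled via diaphorase/resazurin to fluorescence (540/590 nm); concentration-response curves normalized to no-enzyme control.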
TrxR1 substrate: qHTS Assay for Substrates of Mammalian Selenoprotein Thioredoxin Reductase 1 (TrxR1): qHTS; AID 588456, 2011; Potency, µM (titrated, usually from 114 µM), without a hit: at the highest dose activity change, negative = substrate turnover; Thioredoxin reductase 1, cytoplasmic (Rattus norvegicus), O89049; 390,000 compounds, 0.01% hits; purified TrxR1 substrate turnover, NADPH consumption readout; note: potency is the fitted concentration of half-maximal effect; % is set by controls: 0 for no effect and ±100 for the full control effect; nearly all actives have a fitted effect of over 50% in size
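Rat TrxR1, dispensed at 90 nM, was prereduced with 400 uM NADPH (final) for 5 min at ~22 deg C, then incubated with compound 15 min before 400 uM selenite. A first-read NADPH fluorescence drop versus no-compound background flagged substrates.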
Vif-A3F inh: qHTS for Inhibitors of Vif-A3F Interactions: qHTS; HeLa A3F-eYFP + Vif (tagged APOBEC3F with the HIV-1 protein that degrades it), YFP fluorescence increase; AID 602313, 2012; Potency, µM (titrated, usually from 46.1 µM), for inactives: top-dose activity, negative = active; 390,000 compounds, 0.2% hits; note: potency is the fitted concentration of half-maximal effect; % of control where 0% means no effect; nearly all actives have a fitted effect of over 65% in size
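HeLa cells stably expressing Vif plus C-terminally eYFP-tagged A3F were seeded, incubated overnight at 37 deg C, dosed with compound, incubated overnight again at 37 deg C. Yellow fluorescence (Ex 488/Em 500-530) reported blocked Vif-mediated A3F-eYFP degradation.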
RGS4 inhibitor: Inhibitors of Regulator of G Protein Signaling (RGS) 4: qHTS. AID 504845, 2011. Regulator of G-protein signaling 4 (Homo sapiens), P49798. Transcreener GDP fluorescence polarization, RGS4-accelerated GTP hydrolysis. 390,000 compounds, 0.039% hits. Potency, µM (series often up to 114 µM), for inactives: top-dose activity change, negative = inhibition, usual class: inhibitors; note: potency is the fitted concentration of half-maximal effect; % is set by controls: 0 for no effect and ±100 for the full control effect; nearly all actives have a fitted effect of over 75% in size; some results filed as inactive show a strong effect at the top dose
Target sequence (P49798 whole entry, looked up): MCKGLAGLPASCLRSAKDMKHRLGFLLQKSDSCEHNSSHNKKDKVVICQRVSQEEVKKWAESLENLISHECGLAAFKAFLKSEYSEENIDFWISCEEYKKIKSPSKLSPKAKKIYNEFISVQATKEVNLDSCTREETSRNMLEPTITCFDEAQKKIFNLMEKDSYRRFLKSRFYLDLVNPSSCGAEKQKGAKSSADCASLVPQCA
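MLSMR compounds (23 nl, pin-transferred) preincubated 10 min at room temperature with a 500nM (2x) first reagent, then RGS4 at 900nM (2x) plus Transcreener GDP mix added; fluorescence polarization (620/688 nm) read before and after 90 min at 30 °C.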
USP1 inh: Inhibitors of USP1/UAF1: Primary Screen; recombinant USP1/UAF1, Ub-Rhodamine cleavage fluorescence; 390,000 compounds, 0.23% hits; Potency, µM (titrated, usually from 57.1 µM), for inactives: at the highest dose activity change, negative = inhibition, actives largely listed as inhibitors; AID 743255, 2014; note: potency is the fitted concentration of half-maximal effect; % is set by controls: 0 for no effect and ±100 for the full control effect; nearly all actives have a fitted effect of over 60% in size; inactives centre near -12
Target sequence (O94782 whole entry, looked up): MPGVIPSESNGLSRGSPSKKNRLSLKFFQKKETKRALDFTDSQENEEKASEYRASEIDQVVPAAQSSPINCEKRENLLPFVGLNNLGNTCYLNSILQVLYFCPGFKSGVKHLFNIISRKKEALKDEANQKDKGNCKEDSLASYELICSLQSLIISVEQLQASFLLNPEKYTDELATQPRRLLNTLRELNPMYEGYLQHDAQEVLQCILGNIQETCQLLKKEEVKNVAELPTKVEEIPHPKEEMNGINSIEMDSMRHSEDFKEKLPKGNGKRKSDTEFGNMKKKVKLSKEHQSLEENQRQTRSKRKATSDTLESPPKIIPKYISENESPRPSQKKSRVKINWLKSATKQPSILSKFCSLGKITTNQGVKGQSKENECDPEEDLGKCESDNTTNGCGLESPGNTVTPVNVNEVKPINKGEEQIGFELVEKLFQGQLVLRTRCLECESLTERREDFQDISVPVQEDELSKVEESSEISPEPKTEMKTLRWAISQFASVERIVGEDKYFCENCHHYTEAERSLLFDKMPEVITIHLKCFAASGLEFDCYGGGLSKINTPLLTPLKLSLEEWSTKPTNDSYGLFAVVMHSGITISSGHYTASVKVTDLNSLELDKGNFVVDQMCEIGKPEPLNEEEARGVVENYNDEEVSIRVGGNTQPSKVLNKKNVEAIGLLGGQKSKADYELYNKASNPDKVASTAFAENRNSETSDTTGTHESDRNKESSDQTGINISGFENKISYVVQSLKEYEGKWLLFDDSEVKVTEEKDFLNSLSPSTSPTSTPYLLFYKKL
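1 nM enzyme complex + cpd, 15 min RT; start with Ub-Rho 150nM final; kinetic fluorescence ex 480/em 540, 6 reads q60 s. Buffer 50mM HEPES pH 7.8, 0.5mM EDTA, 0.1 mg/ml BSA, 1mM TCEP, 0.01% Tween-20.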
* = called active by the depositor; ? = inconclusive; · = not tested or not shown; & = joins results of further samples; [ ] = dose if it differs, or a comment. Unless noted, calls come from the whole dose curve; as a rule, active = well fitted curve in the direction sought with a large enough effect; inconclusive = small, poorly fitted or top-dose-only effect, or another doubt; inactive = no such curve, though single readings can be large; an effect the other way counts as inactive or inconclusive.

SMILES	LDHA inh	Glioma ERSR ind	Vif-APOBEC3G blk	TrxR1 inh	IDH1 R132H inh	TrxR1 substrate	Vif-A3F inh	RGS4 inhibitor	USP1 inh
COC(=O)c1cc(S(=O)(=O)NCCc2ccc(SC)cc2)c[nH]1	0	-7%	1%	1%	-5%	-7%	2%	-5%	-28%
O=C(NNC(=O)c1cc2cc3ccccc3nc2s1)c1cccc(C(F)(F)F)c1	-7	-3%	0%	26%[57.1 µM]	0%	12%[57.1 µM]	-11%	?	-9%
N=c1oc2ccc3ccccc3c2cc1-c1nnc2n1CCCCC2	3	-2%	3%	35%	4%	·	4%	12%	?
O=C(CSc1nc2c([nH]c3ccccc32)c(=O)n1-c1ccc(F)cc1)N1CCCCCC1	-2	-3%	-7%	8%[57.1 µM]	-9%	-1%[57.1 µM]	-1%	17%	-11%
CCN(CC)c1ccc(C(=O)NNC(=O)c2ccc3c(=O)n4c(nc3c2)CCC4)cc1	-1	2%	-1%	7%	-8%	-5%	4%	-10%	-20%
N/C(=N\OC(=O)COc1ccccc1)c1ccncc1	-6	2%	-6%	14%	0%	-2%	12%	12%	-10%
CC(C)C(c1nnnn1CC1CCCO1)N1CCN(C2CCCC2)CC1 (stereo unspecified)	-3	-2%	-2%	11%	2%	-6%[57.1 µM]	-5%	-21%	-22%
COc1ccc(N2CC(NC(=O)/C=C\c3ccccc3)CC2=O)cc1 (stereo unspecified)	-4	-1%	-5%	-1%[57.1 µM]	23%	-8%[57.1 µM]	-13%	9%	-7%
COc1cccc(-c2csc(N3CCN(C(=S)Nc4cccc(C)c4)CC3)n2)c1	-7	-2%	0%	13%[57.1 µM]	0%	-2%	-12%	-1%	-26%
CCN1CCCC1Cn1cnc2c([nH]c3ccc(C)cc32)c1=O (stereo unspecified)	-4	-2%	0%	25%[11.4 µM]	-2%	54%[57.1 µM]	-19%	-18%	-12%
O=C(COc1ccccc1)NCc1nnc2c3ccccc3c(-c3ccccc3)nn12	-6	0%	0%	20%	2%	5%	6%	-9%	?
COc1ccc(Cn2nnnc2C(c2cccs2)N2CCOCC2)cc1 (stereo unspecified)	-1	-3%	-3%	-36%	-2%	-5%	5%	-7%	3%
CCCc1sc(N/N=C/c2ccccn2)nc1-c1ccc(Br)cc1	-1	-3%	2%	15%[57.1 µM]	6%	2%[57.1 µM]	-16%	-8%	-22%
CCOc1ccccc1N1CCN(CC(=O)N(C2CCCC2)C2CCS(=O)(=O)C2)CC1 (stereo unspecified)	-4	-5%	0%	-12%	-3%	-11%	2%	24%	-12%
CC1CN(C(=S)SCC(=O)c2ccc(Cl)cc2)CC(C)O1 (stereo unspecified)	-1	-3%	0%	-11%	2%	2%	4%	-23%	-16%

The list goes on, overlapping the part above by two compounds.
SMILES	LDHA inh	Glioma ERSR ind	Vif-APOBEC3G blk	TrxR1 inh	IDH1 R132H inh	TrxR1 substrate	Vif-A3F inh	RGS4 inhibitor	USP1 inh
CCOc1ccccc1N1CCN(CC(=O)N(C2CCCC2)C2CCS(=O)(=O)C2)CC1 (stereo unspecified)	-4	-5%	0%	-12%	-3%	-11%	2%	24%	-12%
CC1CN(C(=S)SCC(=O)c2ccc(Cl)cc2)CC(C)O1 (stereo unspecified)	-1	-3%	0%	-11%	2%	2%	4%	-23%	-16%
COc1cc(OC)cc(C(=O)NCC(=O)NC(C)c2ccccc2)c1 (stereo unspecified)	-6	0%	1%	0%	-15%	-5%	-6%	5%	-3%
CC(C)Cc1cc(C(=O)Nc2sc3c(c2C#N)CCC3)no1	-6	-3%	-14%	-4%[57.1 µM]	9%	-4%[57.1 µM]	-14%	-17%	-5%
Cc1cccc(C(=O)Nc2ccccc2C(=O)OCC(=O)Nc2ccc(C#N)cc2)c1	-3	0%	-5%	20%	-4%	30%[activator]	0%	-9%	-20%
COc1ccc(C(C(=O)NC2CCCC2)N(CCCO)C(=O)Cn2nnc(-c3ccc(C)o3)n2)cc1 (stereo unspecified)	-1	-2%	6%	27%	-3%	7%	4%	4%	?
Cc1cc(NC(=O)CSc2nc(C)c(C)n2CC(C)C)no1	1	2%	-3%	-15%[2.29 µM]	-4%	-9%[2.29 µM]	-9%	-24%	-21%
CC(C)C(=O)c1cc2c(cc1NC(=O)c1ccccc1F)OCCO2	4	0%	-5%	-5%[57.1 µM]	17%	-9%[57.1 µM]	3%	1%	-5%
O=[N+]([O-])c1ccc(N/N=C/c2ccccc2)cc1	-8	9%	-11%	23%[57.1 µM]	1%	7%[57.1 µM]	-5%	-1%	-18%
O=C(CCNC(=O)c1ccccc1Cl)N/N=C\c1ccc(O)cc1	-2	-4%	-6%	-3%	-2%	-12%	0%	9%[11.4 µM]	-13%
Cc1nc2cc(NCc3nc4ccccc4n3Cc3ccccc3)ccc2n1C	11	-5%	2%	5%	4%	7%	5%	-15%	-15%
Cc1[nH]n(-c2ccccc2)c(=O)c1C=Nc1cccc(F)c1	0	0%	-6%	-23%	4%	-14%	-20%	38%	-6%
CCN(C(=O)Cn1c(=O)oc2cc(S(=O)(=O)N3CCCC3)ccc21)c1ccc(OC)cc1	-3	-4%	-4%	-6%	7%	-10%	-4%	-9%	-23%
COc1ccc(NC(=O)N/C=C/c2ccccc2)cc1	-7	2%	-7%	-7%[57.1 µM]	-2%	-7%[57.1 µM]	10%	-23%	-19%
CC1=C(C(N)=O)C(c2ccncc2)n2nc(-c3ccccc3Cl)nc2N1 (stereo unspecified)	5	-5%	0%	18%[57.1 µM]	8%	4%[57.1 µM]	1%	-8%	-11%
CCNC(=O)c1ccc(NC(=O)CC2SC(N3CCCC3)=NC2=O)cc1 (stereo unspecified)	3	-3%	0%	-19%	-3%	-13%	-6%	-2%	-1%
COc1cc(/C=N/n2cnnc2)ccc1OCc1ccc(C)cc1	1	-3%	0%	14%[57.1 µM]	0%	17%[57.1 µM]	4%	-8%	-12%
Cc1cc(/C=C2/NC(=O)NC2=O)c(C)n1-c1ccc(N2CCOCC2)cc1	-12	3%	3%	10%[57.1 µM]	-19%	8%[57.1 µM]	-14%	-2%	-2%
CC(C)CC(=O)C(=O)O	-7&-17	-1%&-3%	2%&-2%	17%&-23%	5%&-5%	7%&-15%	-1%&-2%	-10%&-19%	-20%&6%
Cc1ccc(NC(=O)C(Cc2ccccc2)NS(=O)(=O)c2ccc3c(c2)c(=O)n(C)c(=O)n3C)cc1 (stereo unspecified)	0	-3%	0%	43%	2%	10%	5%	6%	-11%
COc1cc(-c2[nH]ncc2CN2CCN(c3cccc(C)n3)CC2)cc(OC)c1OC	1	-4%	-1%	4%	4%	0%	-1%	-1%[56.9 µM]	?
O=[n+]1c2c(n([O-])c3c1CCCC3)CCCC2	2	-2%	0%	6%	0%	-2%	-2%	-21%	2%
CC(OC(=O)c1ccc([N+](=O)[O-])o1)C(=O)NC1CCCCC1C (stereo unspecified)	2	-1%	3%	-6%	18%	-1%	-13%	1%	-23%
CC(C)(C)NC(=O)Cn1c(=O)oc2cc(S(=O)(=O)N3CCc4ccccc43)ccc21	-8	-3%	5%	15%	5%	-5%	1%	2%	-7%
COc1ccc2c(c1)C(=O)OC2CC(=O)O (stereo unspecified)	3	-3%	0%	2%	2%	-7%	0%	4%	0%
N#Cc1ccccc1S(=O)(=O)N1CCN(CC(=O)NCC2(N3CCOCC3)CCCCC2)CC1	-4	-6%	1%	12%	7%	-4%	7%	0%	-11%
COc1ccccc1NC(=O)C(C)NS(=O)(=O)c1ccccc1 (stereo unspecified)	-6	-5%	1%	-8%	4%	-6%	0%	-32%	5%
O=C(NCCCN1CCOCC1)C(C(=O)c1ccccc1)n1ccccc1=O (stereo unspecified)	-9	-2%	3%	-2%	0%	-5%	-4%	-18%	-6%
O=C(c1ccc(F)cc1)C1CCN(Cc2ccccc2F)CC1	-5	-3%	-1%	·	-1%	·	0%	·	-32%
COc1ccc(OC(=O)c2cc(S(=O)(=O)N3CCCC3)ccc2Cl)cc1	-2	-3%	-1%	15%	11%	2%	-3%	15%	?
O=C(c1cccc(Br)c1)c1coc2ccc(O)cc12	0	9%	-8%	21%	11%	-2%	0%	2%	-11%
COc1ccccc1NC(=O)c1ccc(NC(=O)c2ccco2)cc1	-2	-2%	-10%	1%	3%	1%	5%	-20%	-5%

An excerpt; count on the stated rates, not on these rows.
